Source: PubChem BioAssay
hcGAS lum – inhibitors of human cGAS. 290,000 tested, 0.081% active. AID 1259398. recombinant h-cGAS, ATP depletion, Kinase-Glo luminescence. inhibition, % at 12.5 µM;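 also: 0% = vehicle reaction and 100% = reaction without DNA for no activity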
Target sequence (Q8N884 whole entry, looked up): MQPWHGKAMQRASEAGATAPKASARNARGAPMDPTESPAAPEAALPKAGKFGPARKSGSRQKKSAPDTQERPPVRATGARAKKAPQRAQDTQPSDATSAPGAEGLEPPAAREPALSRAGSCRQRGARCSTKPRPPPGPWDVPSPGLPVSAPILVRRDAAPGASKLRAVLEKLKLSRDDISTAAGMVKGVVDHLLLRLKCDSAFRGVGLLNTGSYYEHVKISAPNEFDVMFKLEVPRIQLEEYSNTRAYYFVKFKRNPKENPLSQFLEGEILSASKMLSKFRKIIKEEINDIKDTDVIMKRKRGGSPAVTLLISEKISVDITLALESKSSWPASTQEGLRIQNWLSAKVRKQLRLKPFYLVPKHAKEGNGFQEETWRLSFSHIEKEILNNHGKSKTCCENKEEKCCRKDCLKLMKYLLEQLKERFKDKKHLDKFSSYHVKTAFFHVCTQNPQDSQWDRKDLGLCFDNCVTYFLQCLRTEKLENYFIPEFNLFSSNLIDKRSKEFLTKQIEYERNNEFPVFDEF
NPYLR7 ag – activates Aedes aegypti NPYLR7 receptor. 270,000 tested, 0.15% active. activation, % at 10 µM. HEK293T NPYLR7/Galpha15, GCaMP6s calcium fluorescence; in the data active = activation above about 40%;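 also: 0% = vehicle and 100% = reference agonist at the receptor; some compounds past the cut are filed as inactive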
mcGAS inh – mouse cGAS inhibition by luminescence | Q8C6L5 | 160,000 tested, 0.15% active | inhibition, % at 12.5 µM | recombinant cGAS, Kinase-Glo ATP depletion luminescence;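 also: 0% = negative control wells and 100% = reference inhibitor with no enzyme activity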
Active calls of the source: *; · = not tested or not shown; & = joins results of further samples. Rule as the data show it, unless noted: active = inhibition above about 40%; inactive = the rest. The order is random (roughly 0.29% active in at least one column).

SMILES	hcGAS lum	NPYLR7 ag	mcGAS inh
O=C(CN1CN(c2ccccc2)C2(CCN(C(=O)c3ccc([N+](=O)[O-])cc3Cl)CC2)C1=O)NC1CCCCC1	-9	29	-4
CCc1cccc(NC(=O)Cn2nc(-c3cccs3)c3sc(N4CCOCC4)nc3c2=O)c1	-6	-3	-8
CCc1ccc(CN2CCC(c3n[nH]c(=O)n3CC)CC2)nc1	-1	1	-17
CCOc1ccc(C2C(=C(O)c3ccc(F)cc3)C(=O)C(=O)N2CCN2CCOCC2)cc1 (centres undefined)	-5	3	·
CCc1ccc(-c2cn3c(C(=O)N4[C@@H]5CC[C@H]4CNC(=O)C5)csc3n2)cc1	-7	2	·
CCCCc1ccc(NC(=O)N2CCC[C@H]2C(=O)N2CCC(C(=O)NCc3cccc(OC)c3)CC2)c(C)c1	-1	-8	-4
Cn1c(=O)c2c(SC3CCCC3)nc(-c3ccccc3F)nc2n(C)c1=O	-5	-3	-9
O=C(Nc1ccnn1C1CCN(C(=O)c2csc3c2CCCC3)CC1)C1CC1	4	10	-5
CC(C)c1ccc2cc(C(=O)N3CCOCC3)[nH]c2c1	-17	3	·
O=C(c1cccc(Nc2c(Oc3ccccc3)cnn(Cc3ccccc3)c2=O)c1)N1CCCCC1	-2	10	-4
Cc1c(Cl)cccc1Nc1nn(CN2CCOCC2)c(=S)s1	-6	8	·
N#Cc1ccc(C(=O)N2CCN(Cc3cccs3)CC2)cc1	-5	2	·
CC(C)Oc1ccccc1CN1CCC2(CC1)CC(C)(O)CCO2 (centres undefined)	-2	·	-3
CC(NS(=O)(=O)c1cccs1)C(=O)NC1CCN(Cc2ccccc2)CC1 (centres undefined)	-15	11	·
Cc1cc2c(cc1O)NC(=O)CC2c1cc(=O)n2c3c(cccc13)CCC2 (centres undefined)	0	4	-11
CCN(CCN1CCOCC1)Cc1cc2cc(C)ccc2[nH]c1=O	4	-1	·
CN(C)c1ccc(-c2noc(CCNCC(O)COCc3ccccc3)n2)cc1 (centres undefined)	-5	·	-9
CC(C)(C)C(=O)N1CCN(c2ccc(-n3cccn3)nn2)CC1	-5	8	·
Cc1nc(C)c(OCc2nc(CCc3ccccc3)no2)c(C)n1	-5	12	-16
COC(=O)CN(C)c1nccc(C2CCCC2)n1	-2	19	·
CCOC1CCN(C(=O)c2sc(NC(=O)C(C)(C)C)cc2C)CC1	5	2	-3
COc1ccccc1CN1CCn2nc(C(=O)NCC3CCCO3)cc2C1=O (centres undefined)	-8	18	-5
CCCCc1ccc(C(=O)N2[C@@H]3CC[C@H]2CNC(=O)C3)nc1	-7	13	·
CCOC(=O)c1c(SC(CC)C(=O)O)nc(=O)[nH]c1C (centres undefined)	-9	5	-7
O=C(NNc1nc(-c2ccccc2)c2cc(Br)ccc2n1)c1c(Cl)c(Cl)c(Cl)c(Cl)c1Cl	0	-7	0
O=C(Nc1ccc(-c2ccn[nH]2)cc1)C1CCCN(Cc2cccc(-n3cccn3)c2)C1 (centres undefined)	-3&-7	-7&10	-8
COc1ccc(C(=O)Nc2ccnn2C2CCN(C(=O)CCc3ccccc3)CC2)cc1	-1	-1	1
CCn1cc(CN2CCC(CNC(=O)c3cnccc3C)C2)cn1 (centres undefined)	-2	16	·
COc1ccc2c(c1)CCN(S(=O)(=O)CCNC(=O)Cc1cccc(C)c1)C2	-4	8	·
CCCCn1c(CN2CCc3cc(SC)ccc3C2)cnc1S(=O)(=O)CC	-1	3	-1
Cc1ccsc1C1CC(c2cccs2)=NN1S(C)(=O)=O (centres undefined)	7	7	·
Cc1ccc(S(=O)(=O)NC(=O)C2(C)CCN2C(=O)c2ccccc2)cc1 (centres undefined)	-2	-1	·
COC(=O)c1ccc(C2C3=C(CC(C)(C)CC3=O)OC3=C2C(=O)CC(C)(C)C3)cc1	2	15	-3
Cc1nn2c(SCC(N)=O)cc(C(C)(C)C)nc2c1-c1ccc(Cl)cc1	-6	3	-6
Cc1cc(NC(=O)COc2ccc(Cl)cc2)n(-c2nc3c(cnn3-c3ccccc3)c(=O)[nH]2)n1	-7	·	-8
O=c1ccc(-c2ccco2)nn1CCCNS(=O)(=O)c1ccc2c(c1)CCCC2	-1	2	·

Single records, as listed above. Screens in order: hcGAS lum | NPYLR7 ag | mcGAS inh
Listed for COc1ccc2c(c1)CCN(S(=O)(=O)CCNC(=O)Cc1cccc(C)c1)C2 → -4 | 8 | ·
Listed for Cc1ccsc1C1CC(c2cccs2)=NN1S(C)(=O)=O (centres undefined) → 7 | 7 | ·
Listed for CCCCn1c(CN2CCc3cc(SC)ccc3C2)cnc1S(=O)(=O)CC → -1 | 3 | -1

Further compounds follow:
SMILES	hcGAS lum	NPYLR7 ag	mcGAS inh
N#CC1C(=N)Oc2cc3c(cc2C1c1cccc(Br)c1)OCO3 (centres undefined)	-4	7	·
CCCCN(C)c1c(C)nc2ccc(C(=O)N3CCN(C(=O)c4ccco4)CC3)cn12	-7	-5	-2
Cc1ccc(N2NC(C(=O)N(C)Cc3ccco3)=NCC2=O)cc1	-12	6	·
O=C(C1=C(O)C(=O)N(CCCn2ccnc2)C1c1cccc(Br)c1)c1cccs1 (centres undefined)	0	5	-5
CCCNC(=O)CNC(=O)c1cccc(CN2C(=O)c3ccccc3C2=O)c1	-5	7	·
Cn1cnnc1SCc1csc(-c2c(F)cccc2F)n1	4	5	3
O=C(c1cc(-c2ccccc2Cl)nc2cc(-c3ccccc3)nn12)N1CCN(c2ccccc2F)CC1	-6	10	-11
COC(=O)C1CCCCN1C(=O)c1oc2ccc(C)cc2c1C (centres undefined)	-1	-5	·
CC(C)(C)c1cc(NC(=O)c2ccc(F)c(C(F)(F)F)c2)n(-c2cccc(F)c2)n1	-2	21	-6
Cc1oc2c(c1C(=O)N1CCN3C(=O)CNC(=O)C3C1)C(=O)CCC2 (centres undefined)	-5	5	·
Cc1cn2c3c(=O)n(CCN4CCCCC4)c(=O)n(C)c3nc2n1CCc1ccccc1	-2	1	·
Cc1ccc(-n2nc3c(c2N)CSC3)cc1C	-6	-5	-6
Clc1cc(CSc2ncnc3sccc23)cc2c1OCCO2	0	-1	·
CCCCS(=O)(=O)N1CCC(c2nn(C)c(=O)n2-c2ccccc2)CC1	1	7	·
CN1C(=O)/C(=C2\SC(=S)N(c3ccc(O)cc3)C2=O)c2ccccc21	-3	1	·
CCOc1ccc(-c2cc3c(=O)n(CC(=O)NCc4ccc(OC)c(OC)c4)ccn3n2)cc1	-7	6	-7
COc1ccnc(NNC(=O)Cc2csc(C(C)C)n2)n1	-5	9	·
CCOCCn1cc(C2CCN(S(=O)(=O)c3ccccc3Cl)CC2)c2ccccc21	-6	-3	-6
O=C1CON=C(c2cccc(C(F)(F)F)c2)N1	-1	7	·
Cc1noc(C)c1S(=O)(=O)N1CCCC1c1ccc2c(c1)OCCCO2 (centres undefined)	-6	2	-5
CC(CCn1cccn1)N1CCC(Oc2cc(Cl)ccc2C(=O)N2CCCCC2)CC1 (centres undefined)	-5	4	-8
O=C(Nc1ccc2c(c1)OCO2)N1CCN(C(c2ccccc2)c2ccccc2)CC1	-13	28	-6
CC(=O)Oc1ccccc1Cn1c(C)c(C(=O)NCC2CC2)sc1=O	-3	7	·
O=C(Cn1ccnc1-c1ccccc1)N1C[C@@H]2[C@H](C1)[C@H]1CC[C@@H]2O1	-10	0	·
NC1(C(=O)O)CCN(Cc2cccc(Cn3cccn3)c2)C1 (centres undefined)	-7	2	·
CN(C)c1ncnc2c1CCN(C(=O)c1cnc(Nc3ccccc3)nc1)C2	-3	2	·
CC(C(=O)N1CCOCC1)S(=O)(=O)c1ncc(-c2ccccc2)[nH]1 (centres undefined)	-5	9	-8
COCCNc1oc2c(c1-c1ccc([N+](=O)[O-])cc1)c(=O)oc1ccc(C)cc12	4	-7	-1
Cc1c(-c2ccccc2F)[nH]c2ccc(CNS(=O)(=O)N(C)C)cc12	-5	5	·
COc1cc(OC)nc(C(NC(=O)C2CCN(Cc3cccnc3)CC2)c2ccc(Cl)cc2)n1 (centres undefined)	-7	-1	-5
CCOC(=O)c1cn[nH]c1S(=O)(=O)N1CCN(Cc2ccccc2)CC1	-4	-3	-6
Cc1ccc(S(=O)(=O)N(Cc2cccc(OS(=O)(=O)c3cccc(C(F)(F)F)c3)c2)Cc2ccco2)cc1	-12	-4	-4
COCc1nnc(NC(=O)CN2CCC(N3CCCC3=O)CC2)s1	-5	6	·
CCc1nnc(N/N=C\c2ccc(OCc3ccc(F)cc3Cl)c(OC)c2)n1N	-4	-13	·
CC(OC(=O)c1ccc[nH]1)C(=O)Nc1cc(F)ccc1F (centres undefined)	-1	17	·
CCCCc1ccc(-c2csc(NC(=O)OC)c2C(N)=O)cc1	-3	-12	·
Cn1nc(-c2ccccc2)c2c1NC(=O)CC2c1ccc(-n2cncn2)cc1 (centres undefined)	2	-4	3
Cc1ccc(C(=O)NCC(=O)OCc2cc(=O)oc3cc(C)c(C)cc23)cc1C	-4	13	7
O[C@H]1COC[C@@H]1N1CCCN(Cc2cc3n(n2)CCNC3)CC1	3	6	·
CCC1CN(C(=O)CCOc2ccccc2C)CCN1 (centres undefined)	-8	-10	·
Nc1ccc(/C=C/c2nc3ccccc3o2)cc1	-1	2	-2
CC(CC(=O)O)c1ccncc1 (centres undefined)	-5	0	-14
CCN(CC)S(=O)(=O)c1cc(C(=O)Nc2ccccc2C(=O)O)ccc1OC	-1	-4	0
CCNC(=O)CN(CC)C(=O)Cc1cc(Cl)ccc1Cl	-6	2	-18
CCc1nc2ccc(C(=O)Nc3ccc(OC)c(OC)c3)cn2c1N(C)CCC(C)C	-5	-5	-2
O=[N+]([O-])c1ccc(S(=O)(=O)Nc2ccc(I)cc2)cc1	-6	-4	·
COc1ccc(CN2C3CCC2CC(NC(=O)c2cccc4ccccc24)C3)c(OC)c1 (centres undefined)	-3	4	-4
CCOc1cccc2sc(NC(C)=O)nc12	-2	27	-4
CC(NC(=O)c1cn(Cc2ccccc2Cl)nn1)c1ccc2[nH]ccc2c1 (centres undefined)	-7	13	·
Cc1c(C(=O)NC(C)C)c(C(F)(F)F)nn1C1CCCN(C)C1 (centres undefined)	1	9	·
CCCCCCCC(=O)Oc1ccc(C(=O)Nc2nncs2)cc1	-4	-3	-9
COc1ccc(N=Nc2c(O)[nH]c(=O)[nH]c2=O)cc1	-3	-3	-4
CCn1c(C2CCCN(Cc3cn(C)nc3-c3ccccc3)C2)n[nH]c1=O (centres undefined)	-7	6	·
COc1ccc(C=Nc2nn[nH]n2)cc1	-2	7	·
COc1cc(OC)cc(C(=O)N2CCC3(CC2)NC(=O)c2cc(Cl)ccc2N3)c1	-8	3	-5
O=C(Cc1cccs1)N1CCN(c2ccc(-c3ccco3)nn2)CC1	-6	0	·
COCCc1ccc(Oc2ncnc3cc(Cl)ccc23)cc1	-11	5	·
CCN(Cc1nc(C)no1)C(=O)c1ccc(CSC)o1	-4	7	·
Cc1cc(C(=O)N[C@H](c2nnc3c(C(F)(F)F)cccn23)C(C)C)ccc1Br	-3	-12	-5
CSc1nn(CC(=O)Nc2ccccc2Br)c(N)c1S(=O)(=O)c1ccccc1	0	-3	-1

4 of these compounds in a different format.
> COc1ccc(N=Nc2c(O)[nH]c(=O)[nH]c2=O)cc1
  hcGAS lum: -3
  NPYLR7 ag: -3
  mcGAS inh: -4
> CCn1c(C2CCCN(Cc3cn(C)nc3-c3ccccc3)C2)n[nH]c1=O (centres undefined)
  hcGAS lum: -7
  NPYLR7 ag: 6
  mcGAS inh: ·
> COc1ccc(C=Nc2nn[nH]n2)cc1
  hcGAS lum: -2
  NPYLR7 ag: 7
  mcGAS inh: ·
> COc1cc(OC)cc(C(=O)N2CCC3(CC2)NC(=O)c2cc(Cl)ccc2N3)c1
  hcGAS lum: -8
  NPYLR7 ag: 3
  mcGAS inh: -5

Further entries follow.
SMILES	hcGAS lum	NPYLR7 ag	mcGAS inh
CCOc1ccccc1N=c1c([N+](=O)[O-])nn(-c2ccc(OC)cc2)n1O	-6	-2	-7
CCC1(c2ccccc2)CNC(=O)C(=O)N1 (centres undefined)	4	-9	·
Cc1ccc(CCNC(=O)c2ccc(S(N)(=O)=O)cc2)s1	-10	24	·
C=CCNC(=S)NNC(=O)COc1ccc(Cl)cc1	0	-3	·
Cc1csc(=O)n1CCC(=O)OCC(=O)c1c(N)n(C)c(=O)n(C)c1=O	0	-5	·
COc1ccc(N2CCN(C(=O)c3cc(-c4cccn4C)nn3-c3ccc(C)cc3C)CC2)cc1	-6	-4	-5
CN1C(=CC(=S)N=P(N2CCOCC2)(N2CCOCC2)C(C)(C)C)C(C)(C)c2ccccc21	2	-2	·
Cn1ccn2ncc(C(=O)NCc3ccc(N4CCCC4=O)cc3)c12	-4	1	-11
CCC12CC3CC(O)(C1)CC(C(=O)NCc1cncn1CC(C)C)(C3)C2 (centres undefined)	-6	-1	·
CCCc1nc(NCC)nc2n[nH]c(=S)n12	2	-1	·
Cc1ccn2c(C(=O)NNC(=O)Nc3ccc(Cl)c(Cl)c3)c(C)nc2c1	-6	2	·
Cc1c(-c2ccccc2)n[nH]c1C(=O)N1CCC(c2ccccc2C(=O)O)C1 (centres undefined)	-7	-3	·
CCn1ncc(NC(=O)Cn2ncc3cc(-c4ccccc4C)ccc32)n1	-6	9	·
C=CCNC(=S)NNC(=O)CNC(=O)c1ccc(Cl)cc1Cl	1	6	·
CC(C)(C)c1ccc(-c2nc3ccc(Cl)cn3c2NCc2ccccc2)cc1	-6	-4	-7
CC(C)C(=O)N1CCC1(C)C(=O)Nc1ccc2c(c1)CCC2=O (centres undefined)	-19	5	-7
CN1CC2(CCCN(c3nnc(C(C)(C)C)o3)CC2)OC1=O (centres undefined)	15	·	5
